# High-throughput results: PubChem, Broad Institute
# GSIS activator – primary screen for activators of insulin secretion dependent on glucose, INS-1E cells, GLuc reporter luminescence; AID 743287; actives 0.61% (n = 370,000); INS-1E GLuc reporter insulin secretion, 2-3 h; activation, % at 16.6 µM;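 active = lowest replicate activation of at least 40%, so every replicate reaches that level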;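 also: 0% = median of neutral control wells and 100% = median of IBMX positive control wells; some compounds called inactive have numbers as strong as hits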
# PGC1a acetyl inh – modulators of PGC1a acetylation | U2OS PGC1a acetylation, AlphaScreen anti-acetyl-lysine; with virally co-expressed GCN5 acetyltransferase | inhibition, % at 15.6 µM | actives 0.17% (n = 350,000) | AID 651687;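 active = every replicate shows inhibition of at least 40%; inconclusive = mean inhibition at least 40% but some replicate below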;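 also: 0% = neutral control wells and 100% = positive control wells; some results beyond the cut were filed as inactive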
# PAX8 reporter – lowers PAX8-driven luciferase in RMG-I cells | inhibition, % at 12.6 µM | RMG-I TPO-luciferase reporter, SteadyGlo, 24 h | actives 1.2% (n = 360,000) | AID 652154;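 active = mean replicate inhibition at least 60% with every replicate also reaching 60%; inconclusive = only one of the two criteria is met; inactive = mean below 60% and not all replicates reaching 60%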;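 also: luciferase light reporting Pax8 driven TPO promoter activity; plate controls were median of neutral control wells for no effect and mitoxantrone controls for full effect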
# LGR2 antag – inhibitors of bursicon-induced Drosophila LGR2 receptor cAMP signaling. HEK293 LGR2, CRE-luciferase, bursicon-stimulated, 4 h. inhibition, % at 9.99 µM. actives 0.35% (n = 380,000). AID 720647;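 active = drop in luminescence signal, shown as inhibition above about 50% in the replicate tests, limit read from the data, passing the limit was not always enough; inconclusive = probably only some replicates passing the limit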;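 also: agonist challenge used bursicon conditioned medium at about half maximal strength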
# ARNT TACC3 PPI – disrupts binding between human ARNT and TACC3. AlphaScreen His-ARNT PAS-B/GST-TACC3 binding, luminescence; TACC3 fragment carries E629A point mutation. Q9Y6A5. AID 623870. actives 0.66% (n = 390,000). inhibition, % at 9.99 µM;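 active = mean inhibition of replicates at least 50% and at least half of replicates each reaching 50%; inconclusive = half or more replicates reach 50% but mean below 50%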;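 also: 0% = complete ARNT plus TACC3 wells and 100% = ARNT alone without TACC3; many hits fall short of the cut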
# Cneo AK release – Cryptococcus neoformans lysis via adenylate kinase release. AID 651654. lysis activity, % at 15 µM. actives 0.2% (n = 360,000). C. neoformans lysis, adenylate kinase release luminescence, 4 h; normalised: neutral wells 0, clomiphene wells 100;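 active = mean lysis activity across replicates of at least 80%, whatever share of replicates individually reach that level; inactive = mean lysis activity below 80%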
#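 Material – log-phase Cryptococcus neoformans yeast cells · Input – 5 × 10^6 yeast cells/mL · Medium – fresh YPD growth medium · Doses – single compound concentration per well · Timing – static 4 h at 37 °C with compound, 1 h detection · Detection – adenylate kinase release luminescence · Read-out – signal increase indicating cell lysis · Control set – Clomiphene as positive lysis control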
# PglD DTNB – inhibitors of Campylobacter jejuni PglD acetyltransferase | actives 0.098% (n = 360,000) | inhibition, % at 12.5 µM | purified PglD enzyme, DTNB colorimetric CoA detection | AID 602405; in the data active = inhibition above about 16%, passing the limit was not always enough; inconclusive = no clear call, values can overlap the other calls; also: strong numbers were not always called active
# Statin myotox sup – suppression of simvastatin myotoxicity; C2C12 myotubes + simvastatin, ATP luminescence, 48 h; scaled: DMSO 0, geranylgeraniol control 100; rescue of ATP level, % at 7.49 µM; actives 0.78% (n = 330,000); AID 602340;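 active = mean ATP rescue above about 67%, or every replicate alone reaching that limit, limit read from the data, passing the limit was not always enough; inconclusive = no clear call, values can overlap the other calls; inactive = mean under the limit and some replicate under it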;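 also: myotubes were challenged with 10 µM simvastatin during compound exposure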
# Active calls of the source: *; ? = inconclusive; · = no result given; & = joins results of further samples. No enrichment for hits, and some 2.9% of all compounds hit somewhere here.
SMILES	LGR2 antag	PAX8 reporter	GSIS activator	ARNT TACC3 PPI	PglD DTNB	PGC1a acetyl inh	Cneo AK release	Statin myotox sup
CSc1nc(SC)c2c3c(oc2n1)COC(C)(C)C3	·	-26	·	6	-5	-58	-2	6
C[C@H](CO)N1C[C@H](C)[C@H](CN(C)CC2CCOCC2)Oc2ncc(C#Cc3ccncc3)cc2C1=O	·	·	·	-1	1	5	42	26
CCOc1ccc(CC(=O)NNC(=O)/C=C/C(=O)O)cc1	12	-1	-4	·	-6	-4	1	·
CCCCN(C(=O)CSCc1ccc(C)cc1)c1c(N)n(CCC)c(=O)[nH]c1=O	14	3	8	-13	-1	-7	2	·
CCC(C)(C)NC(=O)C(c1ccc(F)cc1)N(Cc1cccc(OC)c1)C(=O)c1cnccn1 (stereo not drawn)	·	8	10	·	5	-10	1	-1
O=C(/C=C/c1ccco1)c1cccc([N+](=O)[O-])c1	-6	15	0	1	·	·	·	·
CC(C)(C)S(=O)N1Cc2cc(C(=O)NCCCN3CCOCC3)nc(-c3cccc(-c4cccc(F)c4)c3)c2[C@@H]1CCO (stereo partly drawn)	·	27	·	1	2	3	36	·
CCCN1CCN(CCCNC(=O)CCN2C(=O)COc3ccccc32)CC1	12	1	18	1	0	0	2	2
CCC(C)NC(=O)c1oc2ccc(S(=O)(=O)N3CCC4(CC3)OCCO4)cc2c1C (stereo not drawn)	-13	0	-4	-1	-9	·	0	-9
COc1ccc(/C=N/Nc2cc(C)nc(N)n2)cc1	-20	·	-7	1	0	-8	0	·
Cc1ncc(CO)c(/C=N/NC(=S)Nc2ccc(F)cc2)c1O	2	-7	-8	54*	·	·	·	-10
CCCC(=O)Nc1ccc2c(c1)C(=O)N(C)[C@H]1CC[C@@H](CC(=O)NCCCN(C)C)O[C@@H]1CO2	-12	-30	-1	-10	3	1	-3	-6
CC(=O)Nc1ccc(NS(=O)(=O)c2ccccc2)c2ccccc12	-7	18	5	-2	3	5	-2	-3
Cn1ccc2c(N3CCC3)cc3c(c21)C1CCC3O1 (stereo not drawn)	3	17	9	·	1	1	0	-7
O=C(NCC1CCCCC1)[C@@H]1[C@@H](CO)[C@@H]2Cn3c(cccc3=O)[C@H]1N2C(=O)c1ccncc1	-8	-12	12	-1	-2	·	0	-14
C[C@@H]1CN([C@@H](C)CO)C(=O)c2cc(C3=CCCC3)cnc2O[C@@H]1CN(C)Cc1ccccc1	-1	·	19	-9	1	-3	3	27
CC(=O)NC(CC(=O)N(Cc1ccccc1)c1ccc(C)cc1)c1ccccc1 (stereo not drawn)	-10	-8	-30	5	3	·	4	3
CCOC(=O)[C@H]1[C@H]2COc3ccc(OC)cc3[C@@H]2N2C(=O)CN(Cc3ccc(F)cc3)C(=O)[C@@]12C	27	5	·	-1	-5	-6	2	8
Cc1nnsc1C(=O)NC1CCCCC1	7	·	5	-8	-4	5	-1	-5
CN(C)C(=O)c1ccc(NC(=O)c2ccccc2-c2ccccc2)cc1	·	-5	·	2	10	-1	-3	-1
CO[C@H]1CN(C)C(=O)c2cc(NC(=O)C3CC3)ccc2OC[C@H](C)N(C(=O)C2CCOCC2)C[C@@H]1C	-5	-9	4	2	1	-5	-1	-1
Cc1ccc(S(=O)(=O)Nc2ccc3c(c2)C(=O)N([C@@H](C)CO)C[C@H](C)[C@@H](CN(C)C)OCCCC[C@@H](C)O3)cc1	-1	-19	10	-1	5	5	0	0
Cc1ccc(C)c2nc(SCC(=O)N3CCCc4ccccc43)c(C#N)cc12	·	-10	·	-4	-2	7	-6	-10
CC(=O)Nc1ccc(Nc2nc(C)c([N+](=O)[O-])c(Nc3ccc(NC(C)=O)cc3)n2)cc1	18	4	6	2	-1	1	2	-21
Cc1cc(C2N=C(N)Nc3nc4ccccc4n32)c(C)n1-c1ccccc1Cl (stereo not drawn)	·	·	·	-4	3	4	-4	40
O=S1(=O)N[C@@H](c2ccccc2)COc2cc(Br)ccc21	-10	12	-16	·	-2	-14	1	-1
CC1(c2ccc3c(c2)OCCCO3)NC(=O)N(CC(=O)NCCc2ccc(F)cc2)C1=O (stereo not drawn)	-3	2	·	·	0	-14	1	9
C[C@@H]1CCCCO[C@H](CN(C)Cc2ccc(C(=O)O)cc2)[C@H](C)CN([C@@H](C)CO)C(=O)c2cc(NC(=O)c3ccncc3)ccc2O1	10	0	6	-6	1	-4	-2	·
C[C@@H]1CN([C@@H](C)CO)C(=O)c2cccc(NC(=O)Nc3ccc(C(F)(F)F)cc3)c2O[C@@H]1CN(C)Cc1ccc(-c2ccccc2)cc1	5	·	-9	5	0	3	2	-105
Cc1ccnc(SCC(=O)N2CCN(C(c3ccccc3)c3ccccc3)CC2)n1	·	·	·	-2	3	0	-1	·
COc1cc(COC(=O)c2cnc(C)cn2)c(OC)cc1Br	-5	10	-8	·	-2	·	-2	3
CC(C)OCCCNC(=O)c1ccc2c(c1)ncn2C1CCCC1	-17	-28	·	-8	1	-1	1	-8
COc1cc([N+](=O)[O-])ccc1NC(=O)COC(=O)CCOc1ccc(C)cc1	-3	-35	·	1	1	-28	-2	22
Cc1nc2ccc(Cl)cc2c(-c2ccccc2)c1CC(=O)O	·	11	·	-3	5	-3	1	1
COc1ccc(C2Nc3ccccc3C(=O)N2c2ccc(F)cc2)cc1CSc1ccccn1 (stereo not drawn)	-34	136*	4	31	·	·	·	·
Cc1c(C(=O)NNC(=O)c2ccccc2O)oc2ccc(Br)cc12	-12	6	-4	1	-6	8	-1	-4
COc1ccc(NC(=O)Nc2cccc3c2O[C@@H](CN(C)Cc2ccc(-c4ccccc4)cc2)[C@H](C)CN([C@@H](C)CO)C3=O)cc1	28	·	0	1	9	·	69	·
O=c1ccn([C@@H]2O[C@H](CNCc3ccccc3OCc3ccc(Cl)cc3Cl)[C@@H](O)[C@H]2O)c(=O)[nH]1	·	5	·	·	-2	31	1	5
O=C(/C=C/c1ccc([N+](=O)[O-])cc1)N1CCN(S(=O)(=O)c2ccccc2)CC1	-7	-11	-5	·	·	-5	·	-2
C[C@H]1CCCCO[C@@H](CN(C)C(=O)NC2CCCCC2)[C@@H](C)CN([C@@H](C)CO)C(=O)c2cc(NS(=O)(=O)c3cccs3)ccc2O1	18	3	-18	-2	-2	2	4	45
CC(C)Nc1nc(Cl)nc(N(C#N)CN2C(=O)c3ccccc3S2(=O)=O)n1	-6	3	7	-3	5	·	4	13
N#Cc1c(-c2ccc(F)cc2)cc(-c2ccccc2)nc1SCC(=O)NCC(=O)O	1	8	15	-3	·	-22	·	0
CN1C(=O)C(CCC(N)=O)NC1=S (stereo not drawn)	·	-20	·	·	-3	-8	0	·
CN(C)S(=O)(=O)c1ccc(N2CCCC2)c(C(=O)Nc2ccccc2F)c1	-3	5	3	-3	-2	-10	2	13
N#Cc1cc2c(nc1SCC(=O)O)CCCCC2	2	-14	-11	2	·	4	·	·
CCOC(=O)[C@H]1[C@H]2COc3ccc(C)cc3[C@@H]2N2C(=O)c3cc(OC)c(OC)cc3NC(=O)[C@@]12C	2	-14	5	6	·	·	1	5
COc1ccc(-c2csc(NC(=O)c3cc(C)on3)c2C#N)cc1OC	·	·	1	-5	0	2	0	6
CCCNC(=O)C[C@@H]1CC[C@@H]2[C@H](COc3ccc(NC(=O)c4ccccc4)cc3C(=O)N2C)O1	-12	21	7	-3	2	-3	-1	-1
C[C@@H]1CCCCO[C@@H](CN(C)S(=O)(=O)c2cn(C)cn2)[C@@H](C)CN([C@@H](C)CO)C(=O)c2cc(NC(=O)C3CCCCC3)ccc2O1	7	8	-1	-2	-1	·	59	-58
Cc1cccc(C)c1NC(=O)NCCSc1snnc1C	15	5	-2	1	·	0	·	·
COc1ccc(NC(=O)N(C)C[C@H]2Oc3ccc(NC(=O)Cn4cnnn4)cc3C(=O)N([C@H](C)CO)C[C@H]2C)cc1	4	·	17	-1	5	-9	0	?
CC1=CC(C)(C)N(C(=O)CSc2ncn[nH]2)c2ccccc21	-28	·	0	-1	-6	8	3	6
Cc1ccc(S(=O)(=O)Nc2ccc3c(c2)C(=O)N([C@@H](C)CO)C[C@H](C)[C@@H](CN(C)S(=O)(=O)c2cn(C)cn2)O3)cc1	11	-44	11	-1	2	-2	-3	20
CSc1ccc(/C=N/N2CCN(Cc3ccc(Cl)cc3)CC2)cc1	·	-5	·	13	-5	·	0	6
N#Cc1ccc(CSc2nnc(NC(=O)CN3C(=O)C4CC=CCC4C3=O)s2)cc1 (stereo not drawn)	·	13	·	·	-4	4	-1	-9
COc1cc(C(=O)Nc2ccc3c(c2)ncn3C)cc(OC)c1OC	3	34	-13	-6	3	-10	1	-27
CC(Oc1ccc(S(=O)(=O)N2CCCC2)cc1[N+](=O)[O-])C(=O)NC(C)c1ccccc1 (stereo not drawn)	12	12	-17	6	1	·	-6	8
Cc1cc(=O)c(C(=O)Nc2cccc(C(=O)NC3CC3)c2)nn1-c1ccccc1Cl	-5	7	23	17	-1	·	0	-1
CC(C)(C)[C@H]1C=C(C(=O)NCc2ccccc2)O[C@@H](OCCCCO)C1	-9	-27	-20	1	7	0&6	0&0	1
N#C/C(=C\c1cccc(Cl)c1)C(=O)c1ccccc1	23	-8	-12	-17	-6	·	0	-4

# (listing goes on)
SMILES	LGR2 antag	PAX8 reporter	GSIS activator	ARNT TACC3 PPI	PglD DTNB	PGC1a acetyl inh	Cneo AK release	Statin myotox sup
O=S1(=O)[C@H]2C[C@@H]3C=C[C@@]2(CN1Cc1cccc(Cl)c1)O3	·	-1	·	-4	4	-5	2	-3
COC(=O)c1ccc(N2NC(=O)/C(=C/c3cc(OC)c(OC)c(OC)c3)C2=O)cc1	-5	2	-13	0	-2	5	-1	1
Cc1ccc(/C(N)=N/OC(=O)c2cccs2)cc1	26	-128	0	20	4	9	-5	5
CS(=O)(=O)c1ccc(NC(=O)C2CC(=O)N(c3ccc4c(c3)OCCO4)C2)cc1 (stereo not drawn)	8	-4	7	-3	·	·	·	5
COc1cccc(S(=O)(=O)N2C[C@H](O)COC[C@@H]3O[C@@H](CC(=O)NCCCN4CCOCC4)CC[C@H]32)c1	-28	-13	9	1	-1	-6	-1	-6
CCOC(=O)N1CCN(C(=O)CS(=O)Cc2nc(-c3cccc(C)c3)oc2C)CC1 (stereo not drawn)	·	2	·	-15	-3	-2	1	-18
COCCNC(=O)C[C@@H]1C[C@H]2c3cc(NC(=O)Nc4ccc(F)cc4)ccc3O[C@H]2[C@H](CO)O1	7&-11	15	-8&2	·	-4	4&3	5	6
Cc1ccc(S(=O)(=O)N(C)C[C@H]2Oc3ccc(NC(=O)Nc4ccc(C(F)(F)F)cc4)cc3C(=O)N([C@@H](C)CO)C[C@H]2C)cc1	9	·	7	6	0	0	-2	-151
Cc1cccc(N(CC(=O)Nc2ccc(F)cc2)S(C)(=O)=O)c1	·	-11	·	0	4	·	-1	4
O=C(O)c1cccc(Nc2ncnc3ccc(Br)cc23)c1	-10	10	10	-6	·	-24	·	·
